Compound activity: PubChem BioAssay, several laboratories
DNA FID counter: counter-screen for HCV NS3 helicase inhibitors: DNA intercalator displacement | 290,000 tested, 0.17% active | DNA fluorescent intercalator displacement, fluorescence | inhibition, % at 7.9 µM; in the data active = inhibition above about 37%;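 note: 0% = vehicle and 100% = reference compound; higher means more ethidium bromide displaced from hairpin DNA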
PHOSPHO1 block: PHOSPHO1 (human) inhibition. Q8TCT1. recombinant PHOSPHO1, absorbance phosphatase assay. inhibition, % at 13.3 µM. 290,000 tested, 1.1% active. AID 1565; in the data active = inhibition above about 60%
MEKK2 WT-MEK5: raises or lowers MEK5 binding to wildtype human MEKK2 PB1 domain. Q9Y2U5. bead flow cytometry, Alexa488-MEK5 binding to MEKK2 WT; actives lie on both sides. binding response (% of control), % at 10 µM. 290,000 tested, 1.1% active. AID 1531; in the data active = binding response below about 67% or above about 130%
NALP1 inh: blocks the NALP1 inflammasome reconstituted in yeast; S. cerevisiae NALP1/ASC/caspase-1 growth, X-gal OD620, 72 h; inhibition, % at 10 µM; 280,000 tested, 0.61% active; AID 2071; in the data active = inhibition mostly above about 24%, no sharp cut-off; inactive = mostly below about 32%; note: some compounds called inactive have numbers as strong as hits
OXTR ag: agonists of human oxytocin receptor. P30559. CHO-OTR cells, Fluo-8 calcium fluorescence; normalized: DMSO 0%, oxytocin 100%. activation, % at 3 µM. 320,000 tested, 0.32% active;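 active = activation above the mean of all tested compounds plus 3 SD, cutoff set per screening run, cut at about 20% in these data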;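 note: peak over basal fluorescence ratio from a 100 s FLIPR kinetic read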
GPR7 antagonist: blocks human GPR7 receptor signaling. inhibition, % at 4.4 µM. GPR7-expressing cells, fluorescence antagonist assay. 290,000 tested, 1.1% active. AID 1861. P48145; in the data active = inhibition above about 16%, passing the limit was not always enough;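 note: cells stimulated with the agonist NPW; 0% = agonist with vehicle and 100% = vehicle without agonist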
Target sequence (P48145 whole entry, looked up): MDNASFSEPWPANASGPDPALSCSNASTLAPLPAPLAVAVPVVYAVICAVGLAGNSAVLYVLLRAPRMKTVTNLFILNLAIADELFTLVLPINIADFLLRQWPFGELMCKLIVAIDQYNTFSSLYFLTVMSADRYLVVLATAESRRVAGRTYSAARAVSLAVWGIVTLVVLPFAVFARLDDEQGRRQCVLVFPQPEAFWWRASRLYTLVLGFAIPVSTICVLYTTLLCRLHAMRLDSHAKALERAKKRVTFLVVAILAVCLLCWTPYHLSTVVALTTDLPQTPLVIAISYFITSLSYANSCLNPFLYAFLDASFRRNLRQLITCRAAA
M18AAP inhibitor: blocks P. falciparum M18 aspartyl aminopeptidase; inhibition, % at 7.35 µM; recombinant PfM18AAP, H-Glu-NHMec fluorogenic cleavage; AID 1822; 290,000 tested, 1.2% active;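 active = inhibition above the campaign mean inhibition over all tested compounds plus 3 SD, cut at about 28% in these data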;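 note: 0% = plate median of test compound wells and 100% = 2 mM ZnCl2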
MEKK3 PB1 HTS: raises or lowers MEK5 binding to the human MEKK3 PB1 domain; Q99759; bead-based flow cytometry, Alexa488-MEK5 binding to MEKK3; actives lie on both sides; 0 = blocked by unlabeled MEK5, 100 = vehicle; binding response (% of control), % at 10 µM; 290,000 tested, 1.4% active; AID 1529;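 active = binding response more than 3 SD above or below the average of its plate-row segment, actives on both sides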;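 note: Alexa488 bead fluorescence after subtracting the streptavidin-only scavenger bead signal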
Target sequence (Q99759 whole entry, looked up, the tested form may be a part): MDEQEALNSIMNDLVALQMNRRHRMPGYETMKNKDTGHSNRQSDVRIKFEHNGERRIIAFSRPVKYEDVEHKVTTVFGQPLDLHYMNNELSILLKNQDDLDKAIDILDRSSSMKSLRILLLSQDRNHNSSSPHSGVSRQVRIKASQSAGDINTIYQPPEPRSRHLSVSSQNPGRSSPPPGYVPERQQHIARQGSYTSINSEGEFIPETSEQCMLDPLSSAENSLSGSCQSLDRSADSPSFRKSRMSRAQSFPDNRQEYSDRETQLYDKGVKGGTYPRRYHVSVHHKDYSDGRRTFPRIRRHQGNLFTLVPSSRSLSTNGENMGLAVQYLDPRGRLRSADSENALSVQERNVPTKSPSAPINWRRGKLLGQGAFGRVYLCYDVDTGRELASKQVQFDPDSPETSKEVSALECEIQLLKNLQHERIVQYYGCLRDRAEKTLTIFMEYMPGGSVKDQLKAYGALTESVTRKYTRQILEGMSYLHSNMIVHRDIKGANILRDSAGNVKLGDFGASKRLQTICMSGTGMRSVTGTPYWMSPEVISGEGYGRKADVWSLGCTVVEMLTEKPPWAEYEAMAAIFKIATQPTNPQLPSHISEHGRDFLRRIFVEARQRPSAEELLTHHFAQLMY
MEKK2mut PB1 HTS: signal of MEK5 binding to mutant human MEKK2 PB1 domain. bead flow cytometry, Alexa488-MEK5 binding to MEKK2 mutant. AID 1530. percent response, % at 10 µM. 290,000 tested, 0.35% active; in the data active = percent response above about 24%, passing the limit was not always enough; note: inactives centre near 1; some results filed as inactive read as strong as hits; reference of the scale not given here
An asterisk follows results filed as active; nt = no result given; [ ] = dose if it differs, or a comment.

SMILES	DNA FID counter	PHOSPHO1 block	MEKK2 WT-MEK5	NALP1 inh	OXTR ag	GPR7 antagonist	M18AAP inhibitor	MEKK3 PB1 HTS	MEKK2mut PB1 HTS
COC(=O)c1csc(S(=O)(=O)N2CCOCC2)c1OC	-6	-14	105	3	0.0	-7	-1	105	1
CN1CCN(C(=O)c2ccc(Cl)cc2)CC1	-1	25	109	12	0.7	-4	-5	107	5
CCOc1ccc(N(CC(=O)NN=C2CCCC2)S(C)(=O)=O)cc1	-8	-10	105	6	-0.8	-5	-15	103	1
O=C(CN1C(=O)CS/C1=C\c1nc(-c2ccc(Cl)cc2)cs1)Nc1cccnc1Cl	0	17	93	20	0.0	-3	-13	104	-2
Cc1ccccc1OCC(=O)Nc1cccc(C(=O)O)c1	-2	23	92	14	nt	20	6	91	-7
O=C(Nc1ccc(Br)cc1)N1CCCCC1	-1	-1	103	1	-0.6	1	-4	111	4
CCCS(=O)(=O)NCCc1cc2ccc(OC)cc2[nH]c1=O	-6	-21	105	nt	-1.1	-3	-1	106	11
COc1ccc(C(C(=O)NC2CCCC2)N(CCCO)C(=O)c2snc(C(N)=O)c2N)cc1 (stereo unspecified)	-20	39	101	8	1.2	-6	-2	98	6
CN(C)S(=O)(=O)c1ccc(C(=O)Nc2ccc(Cl)cc2)cc1	-2	13	102	0	7.2	10	-4	103	-1
CC(=O)c1ccc(N=C2C(=O)Nc3ccccc32)cc1	-3	29	20*[inhibitor]	8	-0.1	-11	6	56*[inhibitor]	-8
CN(C)S(=O)(=O)N(CC(=O)N1CCN(c2ccccc2)CC1)c1ccccc1	-9	9	90	-1	0.2	-3	-2	96	-9
COC(=O)CSc1[nH]c2ccccc2c1[N+](=O)[O-]	-3	-3	94	nt	-0.1	-3	-4	96	-2
COc1cccc(C(=O)COc2ccc3ccc(=O)oc3c2)c1	-6	23	99	8	0.0	-6	-16	101	-1
O=C(c1ccc2c(=O)n(Cc3ccc4c(c3)OCO4)c(=S)[nH]c2c1)N1CCCCC1	1	18	101	15	0.2	2	11	100	8
COc1cc(C(=O)Nc2ccc3nc(N4CCN(C)CC4)cc(C)c3c2)cc(OC)c1OC	13	-3	125	16	-1.2	-2	0	104	11
Cc1ccc(-n2nc(C)c(C(C)(O)C(F)(F)F)c2N)cc1 (stereo unspecified)	-3	0	94	34	-0.8	-5	2	94	-5
COc1ccc(CCN2C(=O)CC(NCCc3ccc(S(N)(=O)=O)cc3)C2=O)cc1OC (stereo unspecified)	-1	4	92	10	-0.6	-1	-125	94	-8
CCOC(=O)[C@@H]1[C@H]2COc3ccc(Br)cc3[C@H]2N2C(=O)N(c3cccc(F)c3)C(=O)[C@]12C	-22	-24	104	-2	-1.0	20	3	103	-1
COc1ccc(C2(C)NC(=O)N(CC(=O)NC(C)c3ccc(CC(C)C)cc3)C2=O)cc1 (stereo unspecified)	-32	23	111	5	5.8	12	-1	105	7
CCCc1nnc(NC(=O)Cn2c(=O)oc3cc(Br)ccc32)s1	-1	100*	103	1	34*	-3	-1	105	9
O=C1N/C(=C\c2ccc(O)cc2)C(=O)c2ccccc21	-5	26	96	5	4.4	-4	21	99	3
CC(=O)C1=C(O)C(=O)N(Cc2cccnc2)C1c1ccc(Cl)cc1 (stereo unspecified)	-4	8	102	7	0.1	-9	-2	108	6
C=CC[C@@H]1C=C(C)C[C@H](C)C[C@H](OC)[C@H]2O[C@@](O)(C(=O)C(=O)N3CCCC[C@H]3C(=O)O[C@H](/C(C)=C/[C@@H]3CC[C@@H](O)[C@H](OC)C3)[C@H](C)[C@@H](O)CC1=O)[C@H](C)C[C@@H]2OC	nt	nt	106	nt	-3.0	nt	nt	106	3
CCC(CC)C(=O)NCc1ccccc1OC	4	-39	93	-9	-1.9	-6	-5	92	-7
COc1ccc(C(=O)/C(=C/c2cccs2)c2nc3ccccc3o2)cc1	-12	-14	108	9	0.4	-1	5	106	4
C/C(CCc1ccc2c(c1)OCO2)=N\N=C(/N)SC1CC(=O)N(c2ccc(Cl)cc2)C1=O (stereo unspecified)	-3	27	105	8	2.5	-9	4	107	6
CN1c2ccsc2C(O)=C(C(=O)Nc2ccccc2)S1(=O)=O	-4	-11	102	31	-2.1	-11	6	109	2
COc1ccccc1/C=N/NC(=O)CN(C1=NS(=O)(=O)c2ccccc21)c1ccccc1	-17	-19	101	8	0.0	-6	2	104	0
CCCC(=O)Nc1c(C(=O)OCC)oc2ccccc12	-3	15	99	-25	-0.7	-3	0	101	1
COCCn1c(Cc2ccccc2)nnc1SCC(=O)Nc1cc(C)on1	-14	-22	107	33	-1.1	-9	-3	106	6
Cn1c(SCC(=O)Nc2nccs2)nnc1-c1ccncc1	3	-42	99	22	0.6	10	-5	99	2
Cc1ccc(-c2cc(C(=O)N3CCCc4ccccc43)c3ccccc3n2)cc1	-6	6	97	15	0.1	-2	-17	96	0
Cn1c(=O)n(C)c2cc(S(=O)(=O)NCc3ccco3)ccc21	3	0	100	12	0.9	19	-3	95	-1
COc1ccc2nc(NC(=O)CSc3nc(C)cc(C)n3)sc2c1	-18	22	105	2	6.5	15	-4	102	-1
Cn1c(SCC(=O)N/N=C/c2cccs2)nc2ccccc21	-7	-7	102	26	1.0	-3	-2	95	0
Cc1cc(C(=O)COC(=O)c2ccc(CO)cc2)c(C)n1CC1COc2ccccc2O1 (stereo unspecified)	-25	-10	98	37	4.9	15	-2	95	-3
CCC(=O)OCC(=O)c1cc(C)n(-c2ccc(Br)cc2)c1C	-21	8	101	1	-1.9	0	2	104	-5
COc1cc(/C=N/NC(=O)c2ccccc2)ccc1OS(=O)(=O)c1ccccc1	-19	-1	101	17	-0.2	-9	1	98	1
CCOC(=O)c1sc2ncn(/N=C/N(C)C)c(=O)c2c1C	-7	-1	99	13	-1.3	-12	7	95	0
COC(=O)c1oc2ccccc2c1N	-1	5	104	0	0.0	-11	-1	105	3

Next section; the last 5 above are carried over.
SMILES	DNA FID counter	PHOSPHO1 block	MEKK2 WT-MEK5	NALP1 inh	OXTR ag	GPR7 antagonist	M18AAP inhibitor	MEKK3 PB1 HTS	MEKK2mut PB1 HTS
Cc1cc(C(=O)COC(=O)c2ccc(CO)cc2)c(C)n1CC1COc2ccccc2O1 (stereo unspecified)	-25	-10	98	37	4.9	15	-2	95	-3
CCC(=O)OCC(=O)c1cc(C)n(-c2ccc(Br)cc2)c1C	-21	8	101	1	-1.9	0	2	104	-5
COc1cc(/C=N/NC(=O)c2ccccc2)ccc1OS(=O)(=O)c1ccccc1	-19	-1	101	17	-0.2	-9	1	98	1
CCOC(=O)c1sc2ncn(/N=C/N(C)C)c(=O)c2c1C	-7	-1	99	13	-1.3	-12	7	95	0
COC(=O)c1oc2ccccc2c1N	-1	5	104	0	0.0	-11	-1	105	3
CN(C)Cc1ccccc1Sc1ccccc1Br	0	-2	96	46	-2.0	-3	1	92	-2
CCCn1c(SCC(=O)Nc2nc(C)cs2)nnc1-c1cccnc1	-20	26	106	nt	0.2	-4	-12	105	2
CC(C)(C)c1ccc(-c2nnc3sc(-c4ccncc4)nn23)cc1	-15	48	100	-5	-0.1	-7	-3	101	-1
NC(=S)n1[nH]c(-c2ccc([N+](=O)[O-])cc2)c(N=Nc2ccc(O)cc2)c1=O	1	6	nt	8	-1.4	-5	3	nt	nt
COc1cc(C(=O)NC(=S)NC(C)C)cc(OC)c1OC	-11	6	98	25	-3.1	-1	-4	91	-4
O=C(OCCN1CCOCC1)c1ccccc1	2	29	109	-15	1.4	-15	-4	105	4
Cn1c(SCC(=O)NNC(=O)Nc2ccc(Cl)cc2)nnc1-c1ccccc1	-5	42	97	nt	-0.3	-11	4	90	-13
O=C(Nc1ccccc1)c1ccc(S(=O)(=O)N2CCCCC2)cc1	-10	29	102	9	2.7	-8	-12	100	0
CN1C[C@@H]2C[C@@H](C3=Cc4cc(Cl)ccc4OC3)N3CCC[C@@]23C1=O	-8	39	88	0	-1.0	0	-1	93	-8
O=C(Nc1ccc(C(F)(F)F)cc1)c1ccc(NC(=O)C2CCCO2)cc1 (stereo unspecified)	-15	23	98	30	5.8	-5	-4	102	-3
COc1ccc(CCNc2nc(C)cc(C)c2C#N)cc1OC	-26	18	104	21	-0.2	-14	-11	106	-1
O=C(Nc1ccccc1)Nc1ccc(F)c([N+](=O)[O-])c1	10	0	107	36	14	33*	-6	83	0
COCCOC(=O)c1c(C)nc(SCC(=O)Nc2ccc(OC)cc2)c(C#N)c1-c1ccco1	-7	3	103	22	0.3	-4	7	107	1
Cc1cccc(NC(=O)c2cc(-c3cc(Cl)ccc3O)n[nH]2)c1	-2	29	101	21	0.6	-8	3	98	-1
Cc1ccc(S(=O)(=O)c2c(N)n(Cc3ccco3)c3nc4ccccc4nc23)cc1	-5	15	99	21	2.2	-8	9	105	-1
COc1cc(C(=O)OCCn2c(=O)c3c(ncn3CCN(C)C)n(C)c2=O)cc(OC)c1OC	2	11	102	17	1.0	-13	-12	105	1
O=C(Nc1nc2ccccc2[nH]1)c1ccc(Cl)cc1	-2	43	100	5	2.1	-2	-2	100	2
CC(C)CCC(C(=O)NC(C)c1ccccc1)C(=O)NC(C)c1ccccc1 (stereo unspecified)	-26	20	105	4	0.8	-12	2	105	5
CCOP(=O)(CC(C(C)=O)C(O)c1ccccc1)OCC (stereo unspecified)	5	-9	89	24	0.9	12	-2	81	-7
Brc1ccc2ncnc(Nc3ccc(N4CCOCC4)cc3)c2c1	-13	-56	84	0	-0.3	1	3	82	-8
CCc1ccc2[nH]c(=O)c(C(c3nnnn3CCOC)N3CCN(c4ccccc4)CC3)cc2c1 (stereo unspecified)	-27	86*	104	11	-1.1	2	8	105	1
Cc1ccc(C)c(NC(=O)CSc2nc3[nH]ncc3c(=O)[nH]2)c1	5	-8	97	32	0.8	3	14	98	-2
CC(C)C(=O)N(Nc1nc2ccccc2s1)C(=O)C(C)C	2	22	101	8	-1.7	-6	-1	103	0
COc1ccc(C(C)NC(=S)NC2CCCC2)cc1OC (stereo unspecified)	0	1	108	6	1.6	6	-4	95	11
Cc1ccc(C(=O)n2nc(-c3cccnc3)nc2N)cc1	0	-9	104	10	-0.5	8	-2	100	3
Cc1ccc(S(=O)(=O)N(C)C)cc1NC(=O)C1CCCC1	-6	2	101	1	-0.3	-7	-5	98	17
CCCCCOc1ccc(Br)cc1CSC(=N)N	29	7	121	52*	nt	72*	2	109	2
CC(C)N1CCN(CC2COc3ccccc3O2)CC1 (stereo unspecified)	3	29	103	28	-0.1	-11	-19	106	2
COc1ccccc1NS(=O)(=O)c1cn(C)cn1	-1	12	106	3	0.5	1	-10	98	1
Cc1ccc(N2CC(C(=O)OCC(=O)C(C)(C)C)CC2=O)cc1 (stereo unspecified)	-13	13	96	16	0.7	7	-12	97	-4
Cc1cc(Cl)cc(Br)c1OCCNCC(C)O (stereo unspecified)	8	20	nt	13	3.5	-5	-5	nt	nt
COc1cc2c(cc1OC)C(c1cccc(OC)c1OC)CC(=O)N2 (stereo unspecified)	-11	-1	101	-9	1.7	2	-1	106	-2
O=C(COC(=O)c1ccc(=O)[nH]c1)Nc1cccc(S(=O)(=O)N2CCOCC2)c1	-10	28	101	16	-0.2	-2	7	104	14
COc1ccc(/C=C2/C(=O)N(c3ccccc3)N=C2C)c(OC)c1	-5	25	101	19	nt	-29	25	104	2
COC(=O)[C@@H](Cc1c[nH]c2ccccc12)NC(=O)c1ccc2c(c1)OCO2	-15	22	104	25	5.9	12	0	102	5
COC(=O)c1c(NC(=O)c2ccn(C)n2)sc2c1CCC2	-23	43	105	13	-0.9	-18	8	104	8
